# Screening data as filed in PubChem.
# CaV13 ICDI inh – Primary screen for inhibitors of IQ motif and Ca2+-dependent inactivation inhibitor domain binding in CACNA1D, Förster resonance energy transfer in living cells, …; HEK cells, CFP/YFP FRET ICDI-IQ, plate reader, 10 min; percent FRET-ratio fall versus neutral wells; inhibition, % at 12.3 µM; 0.098% of 340,000 active; AID 743397;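 active = mean replicate inhibition of at least 30% and at least 1% of replicates passing that level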;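 also: 0% = median of the neutral control wells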
# HIF-2a block – HIF-2a inhibition; 786-0 RCC cells HIF-2a reporter, luciferase luminescence, overnight; inhibition, % at 18.8 µM; 0.72% of 360,000 active; AID 624352;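 active = inhibition of the luminescence signal of 40% or more relative to plate controls, in a single-dose primary screen at 18.75 µM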
# iPSC survival up – increases survival of single human iPS cells. 0.044% of 360,000 active. survival enhancement, % at 20 µM. hiPSC single-cell survival, ATPlite luminescence; 100% = ROCK inhibitor wells, 0% = DMSO; in the data active = survival enhancement above about 18%;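 also: cells exposed to compounds for 16 hours before the ATP read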
# aDG glyco up – increases alpha dystroglycan glycosylation | 0.22% of 360,000 active | Pro5-aDG cells, alpha-DG glycosylation AlphaScreen (IIH6); 0% Pro5, 100% B10-LARGE cell signal | activation, % at 10 µM;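 active = activation of at least 8% versus controls, or a plate z-score of at least 8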;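 also: Pro5 are CHO cells carrying HIG-tagged alpha-DG that lacks glycosylation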
# Peg3 prom inh – reduces Peg3 promoter-driven luciferase expression in HeLa. HeLa PEG-Prom luciferase reporter, luminescence, overnight. inhibition, % at 20 µM. 1.7% of 360,000 active. AID 588405;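 active = inhibition of at least 50% at 20 µM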
# TRPM1 prom inh – MITF TRPM1 promoter inhibition in SK-MEL-5 cells; AID 488899; 0.83% of 330,000 active; SK-MEL-5 TRPM1 promoter luciferase, 24 h; inhibition, % at 12.5 µM;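 active = mean inhibition across replicates of 60% or more, whatever share of single replicates reaches that level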; also: values of inactives mirror those of a sister screen read the other way
# PDI turbidity – inhibitors of human protein disulfide isomerase; P07237; PDI insulin aggregation turbidity, A650, 90 min; inhibition, % at 10 µM; 0.052% of 350,000 active; AID 588391;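 active = mean inhibition across replicates of 30% or more, whatever share of single replicates reach that level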;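 also: absorbance from insulin aggregation driven by PDI reduction with DTT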
# Target sequence (P07237 whole entry, looked up): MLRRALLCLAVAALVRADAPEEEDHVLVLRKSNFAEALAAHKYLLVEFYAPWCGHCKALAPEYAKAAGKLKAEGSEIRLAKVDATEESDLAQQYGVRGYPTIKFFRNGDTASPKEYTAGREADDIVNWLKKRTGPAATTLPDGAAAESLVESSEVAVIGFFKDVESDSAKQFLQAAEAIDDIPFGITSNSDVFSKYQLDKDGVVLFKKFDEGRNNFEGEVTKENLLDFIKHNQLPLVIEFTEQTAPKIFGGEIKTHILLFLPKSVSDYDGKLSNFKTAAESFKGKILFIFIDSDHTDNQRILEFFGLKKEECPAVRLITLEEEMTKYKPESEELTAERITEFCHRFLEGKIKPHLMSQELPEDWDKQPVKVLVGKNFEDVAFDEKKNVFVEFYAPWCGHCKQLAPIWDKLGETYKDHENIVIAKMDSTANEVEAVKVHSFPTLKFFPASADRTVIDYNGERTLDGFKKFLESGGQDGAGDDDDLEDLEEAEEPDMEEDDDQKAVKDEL
# Exocytosis inh – blocks lytic granule exocytosis. inhibition, % at 10 µM. TALL-104 LAMP-1 surface exposure, flow cytometry; cells stimulated with thapsigargin and PMA. AID 651702. 0.66% of 360,000 active;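 active = inhibition above about 55%, limit read from the data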
# NR2E3 ag-1 – agonists of human NR2E3 nuclear receptor | Q9Y5X4 | CHO-S Gal4-NCOR/VP16-NR2E3 two-hybrid, luciferase | inhibition of corepressor binding, % at 3.98 µM | 0.35% of 360,000 active | AID 602229;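 active = inhibition above the mean of all tested compounds plus 3 SD, cut at about 70% in these data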;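 also: 0% = DMSO with NR2E3 transfected cells and 100% = cells lacking NR2E3 construct; higher means lower luciferase signal from less NR2E3 corepressor binding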
# Target sequence (Q9Y5X4 whole entry, looked up, the tested form may be a part): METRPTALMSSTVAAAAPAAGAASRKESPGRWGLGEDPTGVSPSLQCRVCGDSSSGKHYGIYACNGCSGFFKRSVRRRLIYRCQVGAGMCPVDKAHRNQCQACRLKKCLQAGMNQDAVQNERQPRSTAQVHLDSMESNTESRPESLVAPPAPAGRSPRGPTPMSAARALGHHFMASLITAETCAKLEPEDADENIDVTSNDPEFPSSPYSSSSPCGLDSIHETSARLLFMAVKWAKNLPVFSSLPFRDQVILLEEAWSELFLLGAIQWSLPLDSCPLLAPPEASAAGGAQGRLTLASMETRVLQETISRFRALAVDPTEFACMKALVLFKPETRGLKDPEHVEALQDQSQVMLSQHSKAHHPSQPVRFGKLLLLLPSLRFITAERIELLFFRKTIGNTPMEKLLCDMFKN
# NR2E3 ag-2 – activates human photoreceptor nuclear receptor NR2E3; AID 2300; Q9Y5X4; GST-NR2E3/biotin-RetCOR TR-FRET, 1536-well; 0.12% of 320,000 active; inhibition of corepressor binding, % at 4.78 µM;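 active = percent inhibition above the cutoff of mean plus 3 SD of all tested compounds, set per screening campaign, cut at about 20% in these data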;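 also: 0% = DMSO wells and 100% = biotin wells as full block of FRET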
#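 System: GST-tagged NR2E3 plus biotinylated RetCOR corepressor; Amount: 1.35 nM GST-tagged NR2E3 final; Dosing: single nominal compound dose of 4.8 µM; Schedule: 5 h incubation at 4 °C; Technique: TR-FRET with europium anti-GST and streptavidin-D2, 340 nm excitation; Controls: biotin wells as high control, 0.6% DMSO wells as low control.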
# Vif inh – blocks HIV Vif function. HEK293T cells, Vif self-association by quenched fluorescence, imaging, 24 h. inhibition, % at 7.49 µM. 0.35% of 340,000 active. AID 602346; in the data active = inhibition above about 50%, passing the limit was not always enough; also: some results filed as inactive read as strong as hits
# * marks the source's active call; other numbers are inactive results; . = not tested or not shown.
# Under each structure – CaV13 ICDI inh	HIF-2a block	iPSC survival up	aDG glyco up	Peg3 prom inh	TRPM1 prom inh	PDI turbidity	Exocytosis inh	NR2E3 ag-1	NR2E3 ag-2	Vif inh
Cc1nc(C(=O)Nc2cc(F)cc(Cl)c2)sc1C1(C)CC(c2ccccc2)=NO1 (stereo unspecified)
→ -6	-4	3.7	0.1	-4	-2	-4	-6	-7	3	.
Cc1[nH]n(C(N)=S)c(=O)c1N=Nc1cccc([N+](=O)[O-])c1C
→ .	-326	0.1	0.0	-276	-73	-9	4	35	-3	4
COc1ccc(C2c3cc(OC)c(OC)cc3CCN2C2CC(=O)N(c3ccccc3)C2=O)cc1OC (stereo unspecified)
→ -6	9	1.7	-0.1	-25	19	6	-7	-14	2	5
O=C(Nc1ccc(F)cc1)Nc1ccc([N+](=O)[O-])cn1
→ 0	-41	-2.0	-0.2	-80	-17	-2	-2	8	1	-2
CC(Sc1ccc(Cl)cc1)C(=O)N(C)CC(=O)Nc1ccc(N2CCOCC2)cc1 (stereo unspecified)
→ -4	9	-0.4	0.0	13	8	0	-3	14	6	-10
CCOc1cc(S(=O)(=O)N2CCC(Cc3ccccc3)CC2)c(OCC)cc1-n1cnnn1
→ -5	9	0.6	0.0	18	4	7	-3	-6	5	-3
OCCC1CN(Cc2cccc3nccnc23)CCN1Cc1ccc(F)cc1 (stereo unspecified)
→ -6	11	-0.6	-0.1	8	7	3	0	-6	0	-11
CC(C)CCNC(=O)C1CCN(S(=O)(=O)c2ccc3c(c2)CCC(=O)N3)CC1
→ 8	6	-2.9	0.4	-3	-5	-2	3	16	5	-3
O=C(/C=C/c1ccc2c(c1)OCO2)Nc1nc2ccc(F)cc2s1
→ -15	-234	-0.7	-0.2	-30	-83	-14	-1	-89	-2	-1
COc1cc(Br)cc(CN2CCN(c3ncccn3)CC2)c1O
→ -20	19	-0.2	0.0	20	2	-21	-18	-15	.	-2

# Next part
# Under each structure – CaV13 ICDI inh	HIF-2a block	iPSC survival up	aDG glyco up	Peg3 prom inh	TRPM1 prom inh	PDI turbidity	Exocytosis inh	NR2E3 ag-1	NR2E3 ag-2	Vif inh
COc1cccc(C2/C(=C(/O)c3ccccc3)C(=O)C(=O)N2CCCC(=O)O)c1 (stereo unspecified)
→ .	-32	-0.4	-0.2	-24	3	-8	0	-17	.	0
O=[N+]([O-])c1ccc(CN2CCN(c3ccc([N+](=O)[O-])cc3)CC2)cc1
→ -15	10	-0.4	1.1	11	9	7	4	-1	-1	.
CN(C)[C@@H]1C(=O)C(C(N)=O)=C(O)[C@@]2(O)C(=O)C3=C(O)c4c(O)ccc(Cl)c4[C@@H](O)[C@H]3C[C@@H]12
→ -6	10	0.1	-0.3	-20	11	0	6	-31	4	0
Cc1ccc(Nc2c(-c3ccccn3)nc3ccc(C)cn23)cc1
→ -3	-42	-0.5	0.7	12	70*	2	5	56	-2	-4
COc1ccc(CCNC(=O)CN2C(=O)COc3ccc(S(=O)(=O)N4CCCC4)cc32)c(OC)c1
→ -6	1	-0.5	0.0	12	4	-18	-3	-16	1	-4
CC(O)c1nc2ccccc2n1Cc1ccc([N+](=O)[O-])cc1 (stereo unspecified)
→ -12	11	0.3	0.1	27	3	2	2	-10	3	-8
CCC(=O)c1ccc(OCC(=O)NCCCN2CCOCC2)cc1
→ -5	10	0.1	0.0	-1	1	12	0	-7	.	-6
CS(=O)(=O)Nc1ccc(C(=O)NCc2cccnc2)cc1
→ -7	6	-0.3	-0.1	8	0	1	2	-21	1	9
Cc1ccc(S(=O)(=O)N2CCOC2CNC(=O)C(=O)NCCc2c[nH]c3ccccc23)cc1 (stereo unspecified)
→ -3	17	-1.4	0.7	10	13	0	-5	17	-1	-1
COc1ccc(CC(=O)N/N=C(\C)c2cccc(NC(=O)C3CC3)c2)cc1
→ .	16	-0.5	-0.1	8	14	13	1	-7	.	-2

# Compound profiles (already shown). Values in the order: CaV13 ICDI inh | HIF-2a block | iPSC survival up | aDG glyco up | Peg3 prom inh | TRPM1 prom inh | PDI turbidity | Exocytosis inh | NR2E3 ag-1 | NR2E3 ag-2 | Vif inh
# CC(C)CCNC(=O)C1CCN(S(=O)(=O)c2ccc3c(c2)CCC(=O)N3)CC1 reads 8 | 6 | -2.9 | 0.4 | -3 | -5 | -2 | 3 | 16 | 5 | -3
# CC(O)c1nc2ccccc2n1Cc1ccc([N+](=O)[O-])cc1 (stereo unspecified) reads -12 | 11 | 0.3 | 0.1 | 27 | 3 | 2 | 2 | -10 | 3 | -8
# Cc1[nH]n(C(N)=S)c(=O)c1N=Nc1cccc([N+](=O)[O-])c1C reads . | -326 | 0.1 | 0.0 | -276 | -73 | -9 | 4 | 35 | -3 | 4
# COc1cc(Br)cc(CN2CCN(c3ncccn3)CC2)c1O reads -20 | 19 | -0.2 | 0.0 | 20 | 2 | -21 | -18 | -15 | . | -2

# Continuation.
# Under each structure – CaV13 ICDI inh	HIF-2a block	iPSC survival up	aDG glyco up	Peg3 prom inh	TRPM1 prom inh	PDI turbidity	Exocytosis inh	NR2E3 ag-1	NR2E3 ag-2	Vif inh
Fc1ccccc1NC(=S)N1CCC(c2ccccc2)C1 (stereo unspecified)
→ -16	-271	0.5	-0.1	-286	-101	4	-1	-141	2	1
COc1ccc2c(CC#N)c[nH]c2c1
→ -3	5	-1.9	-0.1	-2	4	-2	-1	2	-3	-3
O=C(/N=C1/c2ccccc2CN1c1ccccc1)Nc1ccccc1
→ -5	-7	-0.4	-0.1	-32	-11	8	-2	-15	0	3
O=C(CN1CCN(c2nc(-c3ccccc3)cs2)CC1)NNC(=O)c1ccco1
→ 5	3	2.4	0.2	5	-3	10	2	6	0	-4
CCCOc1ccc(N2C(=O)CC(SCc3nc4ccccc4[nH]3)C2=O)cc1 (stereo unspecified)
→ 5	18	-0.9	0.1	11	-2	10	0	5	-5	11
O=C(NCC1CCCO1)/C(=C/c1ccccc1)NC(=O)c1ccccc1 (stereo unspecified)
→ -5	16	1.7	-0.5	2	0	2	-2	-7	0	-13
O=C(CN1C(=O)NC2(CCc3ccccc32)C1=O)Nc1ccc(Br)cc1F (stereo unspecified)
→ -3	7	-0.4	-0.3	6	-15	-1	-1	-27	0	-2
COc1cc(CN(C2CCCCC2C)S(=O)(=O)c2ccc(S(=O)(=O)NC3CC3)cc2)cc(OC)c1OC (stereo unspecified)
→ -4	24	2.8	-0.2	31	-7	-15	-2	-2	0	-1
COc1cc2c(cc1NC(=O)Nc1ccccc1)oc1ccccc12
→ -5	-188	-1.5	0.4	-100	-17	-2	2	-29	2	-9
O=C(c1ccc(Cl)cc1)C(CN1CCCCC1)c1ccccc1 (stereo unspecified)
→ -14	32	-0.8	0.5	20	4	7	50	-10	1	3

# (listing goes on)
# Under each structure – CaV13 ICDI inh	HIF-2a block	iPSC survival up	aDG glyco up	Peg3 prom inh	TRPM1 prom inh	PDI turbidity	Exocytosis inh	NR2E3 ag-1	NR2E3 ag-2	Vif inh
NC1=NC(=Nc2cccc(S(N)(=O)=O)c2)c2ccccc21
→ -9	16	-0.5	0.0	9	14	2	-6	-45	-4	1
CC(CNC(=O)CN1C(=O)NC2(CCCCC2)C1=O)c1ccccc1 (stereo unspecified)
→ -3	11	-0.4	-0.2	20	-2	-5	-2	1	4	13
CCOc1ccc(S(=O)(=O)N2CCCC2)cc1
→ -9	-1	0.3	0.0	11	-11	-12	-3	9	2	-1
Cc1[nH]nc(-c2ccc(O)c(C)c2O)c1-c1cnn(-c2ccccc2)c1
→ -7	-74	-1.1	0.4	-9	-5	1	7	8	0	-4
O=C(O)C1C2C=CC(O2)C1C(=O)Nc1ccccn1 (stereo unspecified)
→ -7	-1	-2.0	0.0	-4	9	-2	0	-53	.	15
Cc1onc(-c2ccccc2)c1C(=O)OCC(=O)NC(C)c1ccc(Cl)cc1 (stereo unspecified)
→ -2	0	0.0	0.1	18	7	0	-1	-3	-1	-4
COc1ccc(NC(=O)CN(C)C(=O)C(C)Oc2ccc(Br)cc2)cc1 (stereo unspecified)
→ -4	-7	0.6	0.2	13	4	1	-8	-11	-1	-12
Cc1ccc(C(=O)N2CC(C)SC2=Nc2cccc(S(=O)(=O)N(C)C)c2)cc1 (stereo unspecified)
→ -4	-1	4.5	-0.2	5	3	-11	1	-24	1	-3
CCC(CO)Oc1cc(NC(=O)Cc2ccccc2F)c2ncn(C(C)C)c2c1 (stereo unspecified)
→ -3	15	-5.3	-0.3	12	-10	1	-1	3	.	-1
COc1ccc(OCCC(=O)NC2CCCCC2)cc1
→ -6	10	0.4	-0.3	-1	-3	-1	-5	-23	0	-1

# Arranged by length of the SMILES (smallest number first): part of the list above.
# Under each structure – CaV13 ICDI inh	HIF-2a block	iPSC survival up	aDG glyco up	Peg3 prom inh	TRPM1 prom inh	PDI turbidity	Exocytosis inh	NR2E3 ag-1	NR2E3 ag-2	Vif inh
CCOc1ccc(S(=O)(=O)N2CCCC2)cc1
→ -9	-1	0.3	0.0	11	-11	-12	-3	9	2	-1
Cc1[nH]nc(-c2ccc(O)c(C)c2O)c1-c1cnn(-c2ccccc2)c1
→ -7	-74	-1.1	0.4	-9	-5	1	7	8	0	-4
Cc1ccc(C(=O)N2CC(C)SC2=Nc2cccc(S(=O)(=O)N(C)C)c2)cc1 (stereo unspecified)
→ -4	-1	4.5	-0.2	5	3	-11	1	-24	1	-3

# Other results:
# Under each structure – CaV13 ICDI inh	HIF-2a block	iPSC survival up	aDG glyco up	Peg3 prom inh	TRPM1 prom inh	PDI turbidity	Exocytosis inh	NR2E3 ag-1	NR2E3 ag-2	Vif inh
CCN1C(=O)c2ccc(C(=O)NCc3ccco3)cc2C1=O
→ .	12	0.3	0.0	15	8	17	7	11	1	-4
O=C(Nn1cnnc1)C(c1ccccc1)c1ccccc1
→ -2	13	2.9	-0.1	14	-3	-16	0	-15	1	13
Cc1ccc(-c2nc(Nc3ccccc3)n[nH]2)cc1
→ -5	-130	-3.3	-0.1	-280	-41	-2	0	-177	3	3
COc1ccc(-n2c(-c3ccccc3)nc(=S)c3c2CCCC3)cc1
→ -1	2	-2.1	-0.2	8	-8	4	2	-26	14	0
C=CCOc1ccc(CNc2nccs2)cc1OC
→ .	-20	4.5	-0.1	-4	-2	-2	0	3	-3	.
CCS(=O)c1ccccc1C(=O)OCC(=O)Nc1ccc2ccccc2c1 (stereo unspecified)
→ -2	-64	-0.3	0.1	-7	1	-2	19	-24	.	-3
O=C(N[C@@H](Cc1ccccc1)C(=O)NCc1ccc(F)cc1)C1CCNCC1
→ -7	4	0.2	-0.2	5	-18	6	0	7	-1	11
CCCCNC(=O)CCC(=O)NNc1nc2ccccc2c2nc(C)nn12
→ -7	8	0.9	-0.3	17	5	-7	-3	-8	0	-1
CC(NC(=O)Cc1ccccc1F)c1ccc(F)cc1 (stereo unspecified)
→ -5	-7	-2.3	0.3	-7	-4	-4	4	11	-2	3
